Assay outcomes as filed in PubChem.
Sm TGR block – qHTS Assay for the Inhibitors of Schistosoma Mansoni Peroxiredoxins; Schistosoma mansoni thioredoxin glutathione reductase (TGR), Q962Y6; purified TGR, DTNB reduction, TNB absorbance 405 nm; Potency, µM (highest dose often 114 µM), for the others: top-dose activity change, negative = inhibition, usual class: inhibitors; 360,000 compounds, 3% hits; note: potency is the fitted concentration of half-maximal effect; nearly all actives have a fitted effect of over 60% in size
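First, TGR (20 nM dispensed) and NADPH were mixed with compound. Second, a 15 min room-temperature incubation followed. Third, further NADPH and then DTNB were added to start the reaction. Finally, TNB absorbance was monitored kinetically.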
AmpC inh detg – qHTS Inhibitors of AmpC Beta-Lactamase (assay with detergent). 370,000 compounds, 0.041% hits. AmpC hydrolysis of nitrocefin, absorbance 480 nm, 0.01% Triton. Potency, µM (series often up to 114 µM), inactives show at the highest dose activity change, negative = inhibition, hits mostly inhibitors. AID 485294, 2010. P00811;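 note: potency is the fitted concentration of half-maximal effect; 0% = no-compound wells and -100% = no-enzyme wells; nearly all actives have a fitted effect of over 25% in size; some results filed as inactive show a strong effect at the top dose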
Target sequence (P00811 whole entry, looked up): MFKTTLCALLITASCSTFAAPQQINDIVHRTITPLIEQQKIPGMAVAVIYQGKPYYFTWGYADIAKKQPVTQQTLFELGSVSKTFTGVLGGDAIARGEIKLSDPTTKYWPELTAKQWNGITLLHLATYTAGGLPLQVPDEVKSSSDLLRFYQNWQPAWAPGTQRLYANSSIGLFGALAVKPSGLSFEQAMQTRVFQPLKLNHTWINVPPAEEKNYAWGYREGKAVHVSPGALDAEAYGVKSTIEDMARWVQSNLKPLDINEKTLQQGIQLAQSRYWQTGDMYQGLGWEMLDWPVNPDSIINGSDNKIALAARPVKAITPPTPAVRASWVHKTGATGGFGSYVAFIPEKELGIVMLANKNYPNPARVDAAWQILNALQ
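20 mM phosphate pH 7.0 + 0.01% (detergent screen) or 0.0001% Triton X-100; 5.3 nM AmpC reagent; cpd preinc 15 min RT; nitrocefin (800 uM stock) to start; A480 q20 s × 4 min; Activity was normalised to no-enzyme and no-compound control wells.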
AmpC inh no detg – qHTS Inhibitors of AmpC Beta-Lactamase (assay without detergent) | Potency, µM (highest dose often 57.1 µM), for inactives: at the top dose activity change, negative = inhibition, most hits filed as inhibitors | P00811 | 330,000 compounds, 0.52% hits | AID 485341, 2010 | AmpC nitrocefin hydrolysis, absorbance 480 nm, 0.0001% Triton;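 note: potency is the fitted concentration of half-maximal effect; plate controls were no compound for no effect and no enzyme for full effect; nearly all actives have a fitted effect of over 20% in size; some results filed as inactive show a strong effect at the top dose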
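AmpC (5.3 nM in the dispensed reagent) in 20 mM phosphate pH 7.0 with 0.01% (detergent screen) or 0.0001% Triton X-100 was preincubated with compounds for 15 min at room temperature. Nitrocefin was then added from an 800 uM solution, and hydrolysis was followed at 480 nm.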
FBPA Giardia inh – qHTS Assay for Inhibitors of Fructose-1,6-bisphosphate Aldolase from Giardia Lamblia. A8B2U2. purified Giardia FBPA. Potency, µM (titrated, usually from 59.6 µM), for inactives: top-dose activity, negative = inhibition, usual class: inhibitors. 290,000 compounds, 0.71% hits. AID 2451, 2010; note: potency is the fitted concentration of half-maximal effect; nearly all actives have a fitted effect of over 55% in size
Target sequence (A8B2U2 whole entry, looked up): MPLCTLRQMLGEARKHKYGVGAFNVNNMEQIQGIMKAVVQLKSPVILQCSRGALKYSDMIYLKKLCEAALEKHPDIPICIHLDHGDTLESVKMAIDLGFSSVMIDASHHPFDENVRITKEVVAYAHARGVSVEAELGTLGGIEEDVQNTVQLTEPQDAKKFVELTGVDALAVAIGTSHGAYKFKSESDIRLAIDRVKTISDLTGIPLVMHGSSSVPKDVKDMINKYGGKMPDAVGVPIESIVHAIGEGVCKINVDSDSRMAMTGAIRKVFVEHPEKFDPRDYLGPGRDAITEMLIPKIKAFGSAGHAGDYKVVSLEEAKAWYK
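Giardia FBPA (40 nM reagent) was preincubated 10 min at RT with compound (up to 57.5 uM final), then substrate plus GAPDH/TPI/NAD/arsenate coupling system with diaphorase/resazurin was added; resorufin fluorescence (525/598 nm) was read after 20 min.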
HCMV inh – qHTS Assay for inhibitors of the human cytomegalovirus (HCMV). HFF cells, HCMV-luciferase reporter, 72 h; stronger effect = lower value. activity change, negative = inhibition, % at 57.5 µM. 410,000 compounds, 4.5% hits. AID 1259415, 2018; in the data active = activity change below about -60%; inconclusive = no clear call, values can overlap the other calls; inactive = above about -39%
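Steps: HFFs plated, 16 h 37C; compounds added; HCMV-luciferase added to MOI 1 PFU/cell; 72 h 37C; OneGlo reagent, 5 min room temperature; luminescence read, normalized to controls.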
AMA1-RON2 inh – qHTS for Inhibitors of AMA1-RON; Towards Development of Antimalarial Drug Lead: Primary Screen; Plasmodium falciparum AMA1 (3D7) - RON2 peptide interaction; AlphaScreen AMA1-biotinylated RON2 peptide binding; Potency, µM (doses to about 58.2 µM), for inactives: at the highest dose activity change, negative = inhibition, hits mostly inhibitors; 360,000 compounds, 0.2% hits; AID 720542, 2013;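 note: potency is the fitted concentration of half-maximal effect; 0% = vehicle wells and -100% = peptide control; nearly all actives have a fitted effect of over 45% in size; some results filed as inactive show a strong effect at the top dose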
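AMA1 (3D7) with his tag at 25 nM final met compounds first, then biotinylated RON2 peptide at 25 nM; detection used donor plus acceptor beads, 10 µg/mL apiece, read by AlphaScreen after 30 min at room temperature.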
Active calls of the source: *; ? = inconclusive; · = no result given. Unless noted, calls come from the whole dose curve; as a rule, active = well fitted curve in the direction sought with a large enough effect; inconclusive = small, poorly fitted or top-dose-only effect, or another doubt; inactive = no such curve, though single readings can be large; an effect the other way counts as inactive or inconclusive. Unless noted, % is set by controls: 0 for no effect and ±100 for the full control effect.

nr	SMILES	FBPA Giardia inh	Sm TGR block	HCMV inh
1	CC1CCCN(S(=O)(=O)c2ccc(S(=O)(=O)N3CCC4(CC3)OCCO4)cc2)C1 (centres undefined)	-3%	1%	-1
2	O=c1c2cc3c(cc2n(Cc2cccc(Cl)c2)c(=O)n1Cc1nc(-c2ccccc2)no1)OCO3	·	1%	8
3	N=c1c(C(=O)NCc2ccc(F)cc2)cc2c(=O)n3ccccc3nc2n1Cc1ccco1	0%	-15%	32
4	COc1cc(NS(=O)(=O)c2ccc(-c3ccc(=O)[nH]n3)o2)cc(OC)c1OC	0%	-18%	-28
5	CC(C)(Oc1ccc(Cl)cc1)C(=O)Nc1ccc(S(=O)(=O)Nc2ncccn2)cc1	2%	-3%	-12
6	O=C(CN1C(=O)CSC1=O)c1ccccc1	2%	-19%	22
7	CCc1nnc(NC(=O)CN2CCN(c3cccc(OC)c3)CC2)s1	-25%	-7%	19
8	Cn1c2c(c(=O)n(C)c1=O)C(NC(=O)c1cccs1)(C(F)(F)F)C(=O)N2 (centres undefined)	-1%	7%	-13
9	CNC(=O)/C(C#N)=C/c1c(N2CCN(C)CC2)nc2c(C)cccn2c1=O	3%	-3%	16
10	CCOC(=O)[C@@H]1[C@H]2COc3ccccc3[C@H]2N2C(=O)N(c3ccc(Cl)cc3)C(=O)[C@@]12C	-16%	1%	·

nr	AmpC inh no detg	AmpC inh detg	AMA1-RON2 inh
1	-6%	2%	0%
2	·	-3%	·
3	-30%	2%	-7%
4	-14%	?	-1%
5	-9%	6%	-3%
6	-18%	-8%	0%
7	15%	-8%	13%
8	2%	-1%	-9%
9	-9%	-4%	9%
10	0%	-8%	9%

Quoted at random: two compounds from above, in no set order.
nr	SMILES	FBPA Giardia inh	Sm TGR block	HCMV inh
4	COc1cc(NS(=O)(=O)c2ccc(-c3ccc(=O)[nH]n3)o2)cc(OC)c1OC	0%	-18%	-28
7	CCc1nnc(NC(=O)CN2CCN(c3cccc(OC)c3)CC2)s1	-25%	-7%	19

nr	AmpC inh no detg	AmpC inh detg	AMA1-RON2 inh
4	-14%	?	-1%
7	15%	-8%	13%

More entries follow:
nr	SMILES	FBPA Giardia inh	Sm TGR block	HCMV inh
11	Cc1[nH]c2ccccc2c(=O)c1CN1CCCCCC1	-19%	3%	-25
12	COc1ccc(OC)c(Nc2ncnc3sc(-c4ccccc4)cc23)c1	-2%	8%	3
13	CN(C)c1cccc(C(=O)OCC(=O)NCc2ccco2)c1	-1%	-30%	3
14	CN(CC(=O)Nc1ccc(S(=O)(=O)N2CCOCC2)cc1)Cc1ccc(F)cc1	·	-3%	-8
15	COc1ccc(C(=O)NCC(=O)OCC(=O)Nc2ccc(C)c(S(=O)(=O)N(C)C)c2)cc1OC	5%	?	-2
16	CCOC(=O)c1c(-c2ccc(C)cc2)csc1NC(=O)c1nc(SC(C)C)ncc1Cl	·	1%	1
17	O=C(COc1cccc2cccnc12)NCC(F)(F)F	?	2%	28
18	COc1ccc([N+](=O)[O-])cc1N(CC(O)CN(C)C)S(=O)(=O)c1ccccc1 (centres undefined)	1%	-10%	-27
19	CC(=O)OCC1OC(c2ccccc2)C(OC(C)=O)C(OC(C)=O)C1OC(C)=O (centres undefined)	9%	-6%	1
20	CN1CCN(C2CCCCC2NS(=O)(=O)c2ccc(Cl)cc2)CC1 (centres undefined)	-5%	-5%	·

nr	AmpC inh no detg	AmpC inh detg	AMA1-RON2 inh
11	-2%	-1%	0%
12	-8%	-9%	22%
13	-17%	?	-23%
14	39%	?	7%
15	-51%	-2%	-11%
16	·	14%	·
17	-21%	?	11%
18	-17%	-3%	9%
19	35%	-13%	1%
20	11%	-5%	-7%

Other compounds
nr	SMILES	FBPA Giardia inh	Sm TGR block	HCMV inh
21	CCOP(=O)(c1ccccc1)c1nc(-c2ccccc2C)oc1NCc1ccccc1 (centres undefined)	1%	6%	-2
22	CCOc1ccccc1CN1CCc2nc(Nc3ccc4c(c3)OCCO4)ncc2C1	·	-4%	-23
23	COc1ccc(CCNc2ncnc3c2cnn3-c2ccc(F)cc2)cc1	·	7%	-11
24	Cc1ccc(Cn2ccc(NC(=O)c3cc(-c4ccccc4)on3)n2)cc1	6%	-2%	?
25	Cc1ccccc1-c1ccc(CN2CCN(C)C(CCO)C2)cc1 (centres undefined)	3%	-5%	28
26	O=C(NN1C(=O)c2ccccc2NC1c1cccnc1)c1ccccc1 (centres undefined)	0%	-13%	-3
27	O=C(NCc1ccccc1)N1CCN(c2ccccc2F)CC1	4%	-1%	0
28	O=C(O)c1ccccc1-n1cccc1C(=O)O	0%	3%	51
29	O=C1c2cccc3cccc(c23)C(=O)N1c1ccc(O)cc1	-3%	-25%	-14
30	O=C(Cc1ccccc1F)Nc1cc(Cl)ccc1N1CCCC1	·	-14%	?

nr	AmpC inh no detg	AmpC inh detg	AMA1-RON2 inh
21	-5%	?	-6%
22	·	0%	·
23	·	-3%	·
24	-25%	?	4%
25	35%	?	1%
26	-43%	-12%	12%
27	-12%	-1%	0%
28	21%	5%	-12%
29	-20%	?	-13%
30	-22%	4%	-13%

15 entries from above, set out differently.
No. | molecule | FBPA Giardia inh | Sm TGR block | HCMV inh | AmpC inh no detg | AmpC inh detg | AMA1-RON2 inh
16 | CCOC(=O)c1c(-c2ccc(C)cc2)csc1NC(=O)c1nc(SC(C)C)ncc1Cl | · | 1% | 1 | · | 14% | ·
17 | O=C(COc1cccc2cccnc12)NCC(F)(F)F | ? | 2% | 28 | -21% | ? | 11%
18 | COc1ccc([N+](=O)[O-])cc1N(CC(O)CN(C)C)S(=O)(=O)c1ccccc1 (centres undefined) | 1% | -10% | -27 | -17% | -3% | 9%
19 | CC(=O)OCC1OC(c2ccccc2)C(OC(C)=O)C(OC(C)=O)C1OC(C)=O (centres undefined) | 9% | -6% | 1 | 35% | -13% | 1%
20 | CN1CCN(C2CCCCC2NS(=O)(=O)c2ccc(Cl)cc2)CC1 (centres undefined) | -5% | -5% | · | 11% | -5% | -7%
21 | CCOP(=O)(c1ccccc1)c1nc(-c2ccccc2C)oc1NCc1ccccc1 (centres undefined) | 1% | 6% | -2 | -5% | ? | -6%
22 | CCOc1ccccc1CN1CCc2nc(Nc3ccc4c(c3)OCCO4)ncc2C1 | · | -4% | -23 | · | 0% | ·
23 | COc1ccc(CCNc2ncnc3c2cnn3-c2ccc(F)cc2)cc1 | · | 7% | -11 | · | -3% | ·
24 | Cc1ccc(Cn2ccc(NC(=O)c3cc(-c4ccccc4)on3)n2)cc1 | 6% | -2% | ? | -25% | ? | 4%
25 | Cc1ccccc1-c1ccc(CN2CCN(C)C(CCO)C2)cc1 (centres undefined) | 3% | -5% | 28 | 35% | ? | 1%
26 | O=C(NN1C(=O)c2ccccc2NC1c1cccnc1)c1ccccc1 (centres undefined) | 0% | -13% | -3 | -43% | -12% | 12%
27 | O=C(NCc1ccccc1)N1CCN(c2ccccc2F)CC1 | 4% | -1% | 0 | -12% | -1% | 0%
28 | O=C(O)c1ccccc1-n1cccc1C(=O)O | 0% | 3% | 51 | 21% | 5% | -12%
29 | O=C1c2cccc3cccc(c23)C(=O)N1c1ccc(O)cc1 | -3% | -25% | -14 | -20% | ? | -13%
30 | O=C(Cc1ccccc1F)Nc1cc(Cl)ccc1N1CCCC1 | · | -14% | ? | -22% | 4% | -13%
